# PI4K2A block – blocks human PI4K2A kinase activity. Q9BTU6. purified PI4K2A, ADP-Glo luminescence, 1 h; hits give low values. activity change, negative = inhibition, % at 76.9 µM. 420,000 compounds, 0.13% hits; in the data active = activity change below about -50%; inconclusive = mostly about -30% to -49%;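 note: -100% = wells without enzyme as full effect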
#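 PI4K2A activity was measured by ADP-Glo luminescence: enzyme (4 ug/mL stock) and phosphatidylinositol (1.2 mM stock) in Tris pH 7.5/MgCl2/EGTA/Triton X-100 buffer were reacted with ATP (300 microM stock) for one hour at ambient temperature.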
# PGK inhibitor – T. brucei PGK inhibition. P07378. PGK/GAPDH coupled, Kinase-Glo luminescence, 60 min. Potency, µM (doses to about 57.5 µM), for inactives: at the highest dose activity change, negative = inhibition, most hits filed as inhibitors. 380,000 compounds, 0.043% hits. AID 602233; note: potency is the fitted concentration of half-maximal effect; % is set by controls: 0 for no effect and ±100 for the full control effect; nearly all actives have a fitted effect of over 60% in size
#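 Luminescent ATP detection (Kinase-Glo Plus) follows a 60-minute room-temperature incubation, with wells lacking PGK as controls. Buffer: 100 mM TEA (pH 7.6), 5 mM MgCl2, 0.01% Tween-20. Coupling enzyme GAPDH (100 nM final) supplies unstable 1,3-BPG in-well.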
# TrxR1 substrate – is turned over as a substrate by rat TrxR1 | Potency, µM (top dose mostly 114 µM), for inactives: top-dose activity change, negative = substrate turnover | purified TrxR1 substrate turnover, NADPH consumption readout | AID 588456 | O89049 | 390,000 compounds, 0.01% hits; note: potency is the fitted concentration of half-maximal effect; % is set by controls: 0 for no effect and ±100 for the full control effect; nearly all actives have a fitted effect of over 50% in size
#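 Rat TrxR1, dispensed at 90 nM, was prereduced with 400 uM NADPH (final) for 5 min at ~22 deg C, then incubated with compound 15 min before 400 uM selenite. A first-read NADPH fluorescence drop versus no-compound background flagged substrates.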
# GLS inhibitor – inhibitors of human glutaminase (GLS); O94925; GLS enzymatic activity, qHTS titration; Potency, µM (top dose mostly 45.5 µM), for the others: at the top dose activity change, negative = inhibition, actives largely listed as inhibitors; 410,000 compounds, 0.21% hits; AID 624170; note: potency is the fitted concentration of half-maximal effect; % is set by controls: 0 for no effect and ±100 for the full control effect
# Target sequence (O94925 whole entry, looked up): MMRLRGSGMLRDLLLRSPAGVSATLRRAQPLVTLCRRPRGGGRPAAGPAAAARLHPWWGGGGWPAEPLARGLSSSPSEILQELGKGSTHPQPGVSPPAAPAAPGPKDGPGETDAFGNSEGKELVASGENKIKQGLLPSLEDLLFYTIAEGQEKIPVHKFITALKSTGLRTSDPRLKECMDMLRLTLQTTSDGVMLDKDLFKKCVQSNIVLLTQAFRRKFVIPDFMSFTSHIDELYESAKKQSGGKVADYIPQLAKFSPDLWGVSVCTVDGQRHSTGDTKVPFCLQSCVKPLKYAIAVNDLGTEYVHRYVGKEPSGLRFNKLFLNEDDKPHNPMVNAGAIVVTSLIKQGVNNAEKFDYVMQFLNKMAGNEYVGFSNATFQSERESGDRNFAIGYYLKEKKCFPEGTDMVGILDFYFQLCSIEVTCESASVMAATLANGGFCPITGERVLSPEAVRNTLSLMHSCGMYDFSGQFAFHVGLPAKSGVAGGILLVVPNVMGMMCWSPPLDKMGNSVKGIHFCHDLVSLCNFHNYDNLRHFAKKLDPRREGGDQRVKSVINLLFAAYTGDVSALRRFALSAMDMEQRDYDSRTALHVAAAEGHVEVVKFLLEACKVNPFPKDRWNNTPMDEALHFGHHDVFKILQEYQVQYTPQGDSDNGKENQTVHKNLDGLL
#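 Read-out is an Amplex red fluorescence increase coupled through glutamate oxidase and HRP, measured before and after 30 min room-temperature incubation. hKGA is in 45 mM KH2PO4 (pH 8.2) with 0.02% Tween-20; glutamine added as 1mM solution.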
# rTrxR1 inhibitor – rat TrxR1 inhibition | recombinant rTrxR1, NADPH fluorescence consumption, selenite substrate | O89049 | 390,000 compounds, 1% hits | Potency, µM (highest dose often 114 µM), for inactives: at the top dose activity change, negative = inhibition, most hits filed as inhibitors; note: potency is the fitted concentration of half-maximal effect; % is set by controls: 0 for no effect and ±100 for the full control effect; nearly all actives have a fitted effect of over 65% in size
#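 Rat TrxR1 (90 nM in the dispensed reagent) was pre-reduced with 400 uM NADPH for 5 min at room temperature, then incubated with compound for 15 min. After 400 uM selenite was added, NADPH fluorescence (Ex 340/Em 450 nm) was followed for 8 min.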
# IDH1 R132H inh – blocks human mutant IDH1 R132H enzyme | IDH1-R132H enzyme, NADPH consumption, diaphorase/resazurin fluorescence | AID 602179 | 390,000 compounds, 0.093% hits | Potency, µM (series often up to 76.6 µM), inactives show at the highest dose activity change, negative = inhibition, actives largely listed as inhibitors | O75874; note: potency is the fitted concentration of half-maximal effect; % is set by controls: 0 for no effect and ±100 for the full control effect; nearly all actives have a fitted effect of over 65% in size
# Target sequence (O75874 whole entry R132H, stated change not applied): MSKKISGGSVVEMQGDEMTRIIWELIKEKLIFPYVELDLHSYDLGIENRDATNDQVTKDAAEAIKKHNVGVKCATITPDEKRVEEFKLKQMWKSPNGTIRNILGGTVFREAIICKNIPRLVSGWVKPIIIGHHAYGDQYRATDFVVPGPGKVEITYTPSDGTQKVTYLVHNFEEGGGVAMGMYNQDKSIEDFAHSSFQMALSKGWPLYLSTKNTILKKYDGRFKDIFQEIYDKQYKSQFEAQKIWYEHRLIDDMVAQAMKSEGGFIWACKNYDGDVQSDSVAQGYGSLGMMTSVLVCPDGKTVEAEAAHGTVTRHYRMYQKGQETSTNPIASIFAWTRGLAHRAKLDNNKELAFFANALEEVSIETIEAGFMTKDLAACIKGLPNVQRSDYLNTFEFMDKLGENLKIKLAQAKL
#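 IDH1-R132H (0.5 ug/mL dispensed) in pH 7.5 Tris buffer was preincubated 30 min with compound, then given a substrate mix of 0.016 mM NADPH and 2 mM alpha-KG for 80 min at room temperature; remaining NADPH was read by diaphorase/resazurin fluorescence.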
# USP1-UAF1 inh – blocks the human USP1/UAF1 deubiquitinase complex; O94782; recombinant USP1/UAF1, Ub-Rhodamine cleavage fluorescence; Potency, µM (series often up to 57.1 µM), inactives show at the highest dose activity change, negative = inhibition, usual class: inhibitors; 390,000 compounds, 0.23% hits; note: potency is the fitted concentration of half-maximal effect; % is set by controls: 0 for no effect and ±100 for the full control effect; nearly all actives have a fitted effect of over 60% in size; inactives centre near -12
#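 USP1/UAF1 complex at 1 nM was preincubated with compound for 15 min at room temperature, then Ub-Rho substrate (150nM final) was added. Fluorescence (480/540 nm) was read kinetically, 6 reads every 60 seconds.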
# HP1b chromo inh – HP1-beta chromodomain-methylated histone interaction inhibition; P83916; AlphaScreen HP1-beta / biotin-H3K9me3 peptide binding; Potency, µM (series often up to 114 µM), for the others: at the highest dose activity change, negative = inhibition, actives largely listed as inhibitors; 390,000 compounds, 0.56% hits; AID 540317; note: potency is the fitted concentration of half-maximal effect; nearly all actives have a fitted effect of over 70% in size; inactives centre near 23
#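 AlphaScreen: HP1-beta (50 nM) preformed 30 min with biotin-H3(1-18)K9me3 peptide (50 nM) in PBS pH 7.4, 0.01% Tween-20. Compound added for 30 min at RT, then streptavidin donor/nickel chelate acceptor beads (10 ug/mL) for 30 min.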
# Pin1 inh – human Pin1 inhibition; Potency, µM (series often up to 115 µM), for inactives: at the highest dose activity, negative = inhibition, actives largely listed as inhibitors; AID 504891; 390,000 compounds, 0.009% hits; Pin1 FP peptide displacement, HiFluor488, 10 min; active = well fitted inhibition curve with a large enough effect in the polarisation, with a control signal flat, not every such curve was filed as active; inconclusive = small, poorly fitted or top-dose-only effect, or effect the other way, or a change in a side signal; inactive = no such curve, though single readings can be large or run the other way; the % refers to the polarisation; note: potency is the fitted concentration of half-maximal effect; % is set by controls: 0 for no effect and ±100 for the full control effect
# * hit, by the source's call; i = inactive; ? = inconclusive; / = not tested or not shown; [ ] = another dose, or the depositor's remark. Unless noted, calls come from the whole dose curve; as a rule, active = well fitted curve in the direction sought with a large enough effect; inconclusive = small, poorly fitted or top-dose-only effect, or another doubt; inactive = no such curve, though single readings can be large; an effect the other way counts as inactive or inconclusive. These rows are one share of the data; the hit share may differ from the screen's.
SMILES,PI4K2A block,PGK inhibitor,TrxR1 substrate,GLS inhibitor,rTrxR1 inhibitor,IDH1 R132H inh,USP1-UAF1 inh,HP1b chromo inh,Pin1 inh
CCOc1ccc(-c2n[nH]c3c2C(c2cccs2)N(c2ccc(Br)cc2)C3=O)cc1 (stereo unspecified),2,-7%,-9%,0%,-6%,4%,-22%,16%,5%
CCNC(=O)C1CCCN(c2nn3cc(-c4ccc(C)cc4)nc3s2)C1 (stereo unspecified),3,11%,-6%,-7%,8%,14%,-32%,18%,-22%
COc1cccc(NC(=O)c2ccc(-n3cccn3)nc2)c1,-10,-13%,13%[57.1 µM],4%,23%[57.1 µM],13%,-17%,3%,3%
COc1cc2c(cc1NC(=O)c1cccc(F)c1)CCCC2,7,-1%,-15%,0%,-12%,13%,-7%,58%[activator],-1%
CC(C)N(C(=O)[C@H]1C[C@H](CC(=O)NCCN2CCOCC2)C(=O)N2CCc3c([nH]c4ccc(Cl)cc34)[C@]12C)C(C)C,-1,1%,1%,-7%,3%,-4%,?,28%,3%
CC1(C)CCc2cc(S(=O)(=O)N3CCN(c4nc(-c5cccs5)nc5ccccc45)CC3)ccc2O1,/,/,3%,/,1%,/,/,19%,1%
CCC(Sc1nnc(C)s1)C(=O)Nc1nccs1 (stereo unspecified),1,2%,-5%,-2%,-8%,0%,-5%,23%,-1%
COc1ccccc1CNC(=O)C(=O)NCC1CCCN1S(=O)(=O)c1cccs1 (stereo unspecified),-3,-6%,-4%,4%,2%,10%,-20%,10%,13%
COc1cccc(OCc2cc(C(=O)N3CCCC3c3ccccn3)no2)c1 (stereo unspecified),-3,i,-7%,0%,-1%,7%,2%,5%,-8%
COc1ccccc1-c1c(C)oc2cc(OC(=O)c3ccco3)ccc2c1=O,31,11%,11%,11%,?,-2%,-17%,36%,2%
CCc1cccc(NC(=O)c2sc3nc4n(c(=O)c3c2C)CCC4)c1,-4,4%,-2%,-1%,21%,3%,-9%,20%,-11%
O=C1CC(c2ccco2)CC(O)=C1C=Nc1ccccc1-c1ccccc1 (stereo unspecified),-5,-1%,-4%,5%,-2%,13%,-19%,35%,7%
Cc1ccccc1OCC(=O)OCC(=O)NCc1ccccc1,-1,-4%,1%,0%,15%,3%,-17%,27%,0%
CC(C)(C)c1ccc(C(=O)NCC(=O)OCC(=O)Nc2nc(-c3ccc(F)cc3)cs2)cc1,-2,-6%,-4%[57.1 µM],22%,15%[57.1 µM],-3%,-18%,31%,2%
O=C(Cc1noc2ccccc12)Nc1ccccn1,0,-6%,8%[57.1 µM],-2%,15%,11%,-5%,14%,-1%
CC(=O)Nc1c([N+](=O)[O-])cc2[nH]c(=O)[nH]c2c1[N+](=O)[O-],-7,4%,-6%,1%,1%[57.1 µM],0%,-7%,-2%,0%
O=C(O)/C=C/C(=O)NNC(=O)c1ccccc1Br,-3,i,2%,16%,-4%,9%,1%,16%,2%
O=C(Nc1cnc2ccccc2c1)c1cccc(-n2cnnn2)c1,1,8%,-3%,-17%,-6%,0%,-22%,2%,-1%
O=C(COc1ccc2c(c1)OCO2)Nc1nccs1,?,?,2%,0%,17%,-1%,3%,-2%,-3%
CC1CCCCC1NC(=O)COc1ccccc1C#N (stereo unspecified),9,-1%,-6%,-2%,9%,10%,-15%,56%[activator],-12%
O=C(Cn1cc(COc2c(F)c(F)cc(F)c2F)nn1)c1ccc(O)cc1,-29,-24%,0%,3%,50µM*,10%,-23%,64%[activator],-6%
COc1ccccc1CO/N=C/NC(=O)c1c(OC)ccnc1Oc1ccc(F)cc1,1,-6%,6%[57.1 µM],-5%,6%,4%,-13%,16%,2%
C=CCn1c(NCc2ccco2)nc2ccccc21,-4,i,-1%,5%,22%,10%,-19%,38%,1%
COc1ccc(CNC(=O)C2C3C=CC4(CN(Cc5cccnc5)C(=O)C24)O3)cc1 (stereo unspecified),0,i,13%[57.1 µM],-9%,14%[57.1 µM],2%,-18%,68%[activator],-11%
Cc1ccc2c(c1)-c1onc(C(=O)N3CCN(c4cc(C)ccc4C)CC3)c1CO2,1,0%,9%[11.4 µM],1%,12%,11%,-18%,39%,0%

# Shown as a hit in rTrxR1 inhibitor (from the list above):
SMILES,PI4K2A block,PGK inhibitor,TrxR1 substrate,GLS inhibitor,rTrxR1 inhibitor,IDH1 R132H inh,USP1-UAF1 inh,HP1b chromo inh,Pin1 inh
O=C(Cn1cc(COc2c(F)c(F)cc(F)c2F)nn1)c1ccc(O)cc1,-29,-24%,0%,3%,50µM*,10%,-23%,64%[activator],-6%

# (further entries)
SMILES,PI4K2A block,PGK inhibitor,TrxR1 substrate,GLS inhibitor,rTrxR1 inhibitor,IDH1 R132H inh,USP1-UAF1 inh,HP1b chromo inh,Pin1 inh
Cc1ccc(C(=O)N/C(=C\c2cccs2)C(=O)NCC2CCCO2)cc1C (stereo unspecified),-1,-1%,6%,10%,18%,1%,-18%,27%,-4%
CC(Sc1ccccn1)C(=O)Nc1ccc2c(c1)OCCO2 (stereo unspecified),1,-6%,0%,-6%,12%,8%,-10%,28%,-1%
CC(=O)N1CCc2cc(S(=O)(=O)NCCCOC(C)C)ccc21,-3,-6%,1%,-4%,2%,1%,-17%,54%[activator],-5%
COc1ccc(/C=C(/NC(=O)c2ccco2)C(=O)N2CCCC2=O)cc1,-6,-2%,0%,7%,11%,7%,-14%,34%,0%
COc1ccccc1N1CCN(S(=O)(=O)CCNC(=O)C(C)Oc2ccccc2)CC1 (stereo unspecified),2,i,/,-6%,/,5%,-14%,/,/
COC(=O)c1nnc(-c2ccccc2)nc1OC,-16,-10%,-4%[57.1 µM],0%,11%[57.1 µM],-1%,-14%,32%[activator],7%
COc1cc2ccccc2cc1C(=O)Nc1ccc(NC(=O)c2cccs2)cc1,-2,-2%,-6%[57.1 µM],-5%,-6%[57.1 µM],-1%,-10%,41%[activator],7%
Cc1ccc(S(=O)(=O)N2CCOCC2)cc1NC(=O)COC(=O)COc1cccc2c1OC(C)(C)C2,1,-9%,2%[57.1 µM],0%,2%[57.1 µM],1%,-16%,-7%,0%
Cc1cc(C(=O)N2CCCC(Nc3ccc(C)c(C)c3)C2)nc(C)n1 (stereo unspecified),5,-6%,/,12%,/,-4%,-26%,/,/
Cc1ccc(Nc2nc(NCCO)nc3c2cnn3C)cc1Cl,-1,/,3%,54%[activator],8%,?,-22%,14%,?
CCn1c2ccccc2c2cc(NC(=O)COC(=O)c3ccc(O)cc3)ccc21,5,4%,8%,2%,24%,-6%,-17%,13%,21%
CCC(CC)C(=O)Nc1ccccc1NC(C)=O,-1,-1%,-13%,10%,-13%,-1%,-3%,-3%,-9%
OC(Cn1cncn1)c1ccc(Cl)cc1 (stereo unspecified),0,-8%,3%,-12%,15%,11%,-13%,27%,-11%
O=C(N/N=C1\CCCc2ccccc21)c1ccc([N+](=O)[O-])cc1,6,5%,-5%,27%,-5%,6%,-5%,22%,6%
Cc1ccc(-c2csc(NC(=O)c3ccc(C)o3)n2)cc1,1,3%,1%,8%,8%,-2%,-25%,2%,-3%
CSc1nc2c(c(=O)n1-c1ccc(F)cc1)SCC2,3,-4%,-8%,17%,14%,4%,3%,23%,-1%
Cc1ccc2c(C)nc(SC(C(=O)c3ccccc3)c3ccccc3)nc2c1 (stereo unspecified),-5,-7%,1%,2%,13%,0%,-19%,28%,11%
CCN(CC)c1ccc(C(=O)Nc2cccc(F)c2)cc1,1,3%,9%,1%,11%,7%,-17%,19%,?
Cc1ccccc1CSc1nc2c(c(=O)[nH]1)CCC2,1,-3%,-2%,1%,11%,1%,4%,14%,-1%
Cc1ccc(S(=O)(=O)NCC(=O)N2CCN(c3ccccn3)CC2)cc1,-1,3%,11%,2%,9%,-1%,2%,32%,-3%
Cc1ccc(N(CC(=O)NCC2CCCO2)C(=O)CCC(=O)Nc2nccs2)cc1C (stereo unspecified),0,-7%,8%,1%,24%,-7%,-19%,10%,7%
Cc1ccc(N2C(=O)CS(=O)(=O)C23C(=O)N(Cc2ccccc2C)c2ccccc23)cc1Cl (stereo unspecified),6,1%,-1%,0%,36%,-3%,-15%,3%,25%
CN1CCN(C(=O)c2cc3cc(F)ccc3[nH]2)CC1,5,i,8%,-6%,34%,12%,-21%,10%,0%
CCC(C(=O)N1CCN(c2cccc(C)c2C)CC1)n1nc(C)c2sc3ccccc3c2c1=O (stereo unspecified),-3,-4%,29%,-2%,24%,-14%,-8%,32%,21%
CC(C)C(=O)Nc1nc2c(ncn2[C@H]2CC(O)[C@@H](CO)O2)c(=O)[nH]1 (stereo partly specified),/,/,-5%,/,5%,/,/,9%[57 µM],10%

# Part of the list above, reduced to USP1-UAF1 inh, rTrxR1 inhibitor and IDH1 R132H inh:
compound | USP1-UAF1 inh | rTrxR1 inhibitor | IDH1 R132H inh
CC(=O)N1CCc2cc(S(=O)(=O)NCCCOC(C)C)ccc21 | -17% | 2% | 1%
COc1ccc(/C=C(/NC(=O)c2ccco2)C(=O)N2CCCC2=O)cc1 | -14% | 11% | 7%
COc1ccccc1N1CCN(S(=O)(=O)CCNC(=O)C(C)Oc2ccccc2)CC1 (stereo unspecified) | -14% | / | 5%

# Source: PubChem (National Center for Advancing Translational Sciences (NCATS))
